FECH block: inhibitors of human ferrochelatase, primary screen, biochemical, purified FECH, Ni-mesoporphyrin absorbance; Ni-mesoporphyrin absorbance 550 nm; calls only at 10 µM (by protocol); 3.3% of 20,000 active;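 active means enzyme reaction rate more than 3 SD below the solvent-only control wells on the same plate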;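 further: lower slope than DMSO wells means FECH inhibition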
Target sequence (P22830 whole entry, looked up): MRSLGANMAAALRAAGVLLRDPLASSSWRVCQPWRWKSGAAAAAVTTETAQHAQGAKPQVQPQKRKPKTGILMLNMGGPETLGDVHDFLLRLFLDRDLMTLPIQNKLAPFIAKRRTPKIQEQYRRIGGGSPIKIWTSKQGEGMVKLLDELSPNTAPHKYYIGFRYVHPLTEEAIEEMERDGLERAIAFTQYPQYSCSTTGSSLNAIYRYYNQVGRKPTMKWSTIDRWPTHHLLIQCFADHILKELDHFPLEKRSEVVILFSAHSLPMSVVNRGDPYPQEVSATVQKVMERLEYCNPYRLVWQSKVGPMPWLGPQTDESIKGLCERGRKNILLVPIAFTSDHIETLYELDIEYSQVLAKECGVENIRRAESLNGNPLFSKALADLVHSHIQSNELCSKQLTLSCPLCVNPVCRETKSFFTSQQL
Calls only; i = inactive; + = active, no number. These rows are one share of the data (hit frequency here may not be typical).

SMILES | FECH block
O=C(NCCn1nnc2ccccc21)c1cc(C2CC2)[nH]n1 | i
CCC1=C(c2ccc(OC)cc2)S(=O)(=O)N(CC(=O)NCCCc2ccccc2)C1=O | i
Cc1nnsc1CN1CCCN(CC2CC2)C(C(C)C)C1 (stereo unspecified) | i
O=C1Nc2cc(C(=O)N3CCCC3)ccc2N2CCCCC12 (stereo unspecified) | i
COc1ccc(NC(=O)CN2CCN(Cc3ccccc3F)S2(=O)=O)cc1 | i
CCCCc1ncc(CN2CCC3(CCCN(C(=O)C(C)(C)C)C3)C2)[nH]1 (stereo unspecified) | i
O=S(=O)(Cc1ccccc1)N1CCN(c2cc(-c3ccc(F)cc3)ncn2)CC1 | i
CC(C)n1cnc2nc(CSc3ccccc3NC(=O)COc3ccc(F)cc3)cc(=O)n21 | i
CC(=O)Nc1c2n(c3ccc(F)cc13)CC(C)(C(=O)NC1CCCCC1)N(CCN(C)C)C2=O (stereo unspecified) | i
Nc1nc(CCNC(=O)c2cccc(CC3CCNCC3)c2)cs1 | i
O=C1C2CC=CCC2C(=O)N1c1nc2n(n1)C(c1ccccc1)C=C(c1ccccc1)N2 (stereo unspecified) | i
Cc1ccc(C)c(OCC(=O)NC(C)Cc2ccncc2)c1C (stereo unspecified) | i
O=C(Nc1ccc(F)cc1F)N1CCC(n2cnc3cccnc32)CC1 | i
Cc1ccccc1CN1CCN(CC(=O)Nc2ccc(Br)cc2)S1(=O)=O | i
O=C(NCc1cc(-c2ccccc2)n[nH]1)C1CC(=O)N(Cc2ccccn2)C1 (stereo unspecified) | i
CCOc1ccc(Cn2c(CNS(=O)(=O)c3ccc(C)c(C)c3)nc3cccnc32)cc1 | i
CCN(CC)c1cc(N2[C@@H]3CC[C@H]2CC(O)C3)nc(N)n1 (stereo partly specified) | i
O=c1cncc(-c2cc(O)cc(CCC3CCCCN3)c2)[nH]1 (stereo unspecified) | i
CCC(=O)Nc1ccc(Nc2nc(C)cc(N3CCCCC3)n2)cc1 | i
Cn1c(C(=O)N2CCC(C(=O)NCCc3ccc(S(N)(=O)=O)cc3)CC2)cc2sccc21 | i
CCCOCC(=O)N1CCC(N2CCCC(C(=O)N3CCN(C)CC3)C2)CC1 (stereo unspecified) | i
CC1CCCCN1Cc1cc(=O)n2[nH]c(-c3ccc(C(C)(C)C)cc3)nc2n1 (stereo unspecified) | i
CN(CC1(CO)CCCC1)c1nccc(N2CCCC(O)C2)n1 (stereo unspecified) | i
CN(CC(=O)Nc1cnc2n1CCCC2)Cc1cccnc1 | i
CCS(=O)(=O)NCc1nc2cccnc2n1Cc1ccc(C)cc1 | i
Other structures
SMILES | FECH block
O=C(C1CCCO1)N1CCC(NCc2ccc3sccc3c2)CC1 (stereo unspecified) | i
Cc1cccc(-c2cc(N3CCN(C(=O)Nc4ccc(C)c(Cl)c4)CC3)ncn2)c1 | i
COc1ccc(NC(=O)C2CCN(c3ccc(-c4ccc(C)cc4)nn3)CC2)cc1OC | i
Cc1[nH]cnc1CN1CCc2[nH]cnc2C1c1ccc(F)cc1Cl (stereo unspecified) | i
CCc1nc(OCC(=O)NC2CCS(=O)(=O)C2)c2c(-c3ccc(F)cc3)noc2n1 (stereo unspecified) | i
Cc1c[nH]c(Cn2cnc(-c3ccccc3)c2-c2cnn(C)c2)c(C)c1=O | i
Oc1cc(-c2cccc(Cl)c2)cc2c1OCCN(c1ncnc3nc[nH]c13)C2 | i
COc1cc(OC)c(Nc2nc(-c3nnc(-c4ccc(C)cc4)o3)nc3ccccc23)cc1Cl | i
CCc1cn[nH]c1C1CCCN(C(=O)c2sc(C(C)C)nc2C)C1 (stereo unspecified) | i
Cc1cnc2c(C(=O)NC(c3ccncc3)c3ccccc3C)cnn2c1 (stereo unspecified) | i
Cc1cc(F)cc(-c2c(-c3ccccc3)ncn2CCCO)c1 | i
CCOc1ccc(-c2nc(SCC(=O)NC(C)(C)C)n3[nH]c(=O)cc3n2)cc1 | i
Cc1ccc2oc(N3CCN(Cc4cc(C(C)C)no4)CC3)nc2c1 | i
COc1ccccc1C(=O)N1CCC2(CC1)CN(Cc1ncc[nH]1)CCN2C | i
Cc1cc(C)n(C)c(=O)c1C(=O)NCc1ccccc1Cn1cccn1 | i
Cc1ccc(N2CC(NC(=O)c3ccccc3Br)CC2=O)cc1 (stereo unspecified) | i
Cc1nc2ncccn2c1C(=O)NCCCc1nc2ccccc2n1C | i
CCOc1ccc(Nc2nc(-c3nnc(-c4ccc(C)cc4)o3)nc3ccccc23)cc1 | i
O=C(NCCc1ccccc1)N1CCC(n2cnc3cccnc32)CC1 | i
Cc1cc(Nc2ccc(OC(=O)c3ccccn3)cc2)n2nc(-c3cccnc3)nc2n1 | i
CCN(Cc1ccc(CO)o1)Cc1c(C)nn(CC)c1C | i
CCc1c(C)nc2ncnn2c1Sc1ccc(NC(=O)Nc2ccc(C)cc2C)cc1 | i
Cn1c(=O)n(Cc2ccncc2)c(=O)c2cnc(-c3cccs3)nc21 | i
Cc1ccc(N2C(=O)CCS2(=O)=O)cc1S(=O)(=O)Nc1ccc(Cl)cc1 | i
COc1ccccc1Cn1c(CNS(=O)(=O)c2ccccc2Cl)nc2cccnc21 | i
New compounds follow.
SMILES | FECH block
CNC(=O)c1ccc(Cn2ccnc2C2CCOC(C)(C)C2)cc1 (stereo unspecified) | i
Cc1nccn1-c1ccccc1CNC(=O)c1cccc2ccnn12 | i
Cc1cc(Sc2ccccc2NC(=O)Nc2ccc(F)c(Cl)c2)n2ncnc2n1 | i
Cc1cccnc1CN(Cc1ccccc1)C(=O)CSc1nnc(N)s1 | i
Cc1ccc(N2C(=O)N(CC(=O)N3CCN(c4ccccc4)CC3)c3ccccc3S2(=O)=O)c(C)c1 | i
Cc1cc(C)cc(N2CCN(C(=O)c3ccc(C4CCNC4)cc3)CC2=O)c1 (stereo unspecified) | i
O=C(NC1CCCCC1)c1nc[nH]c1C(=O)N1CCC(Cc2ccccc2)CC1 | i
O=C(CN1CCN(Cc2ccc(Cl)cc2)S1(=O)=O)Nc1ccc(F)cc1F | i
CCCNC(=O)C1CCC(Cn2c(=O)c3sccc3n(CC(=O)N3CCCC(C)C3)c2=O)CC1 (stereo unspecified) | i
c1cc(-c2cc(C3CCN(Cc4ccc5c(c4)OCCO5)C3)ccn2)ccn1 (stereo unspecified) | i
CCc1cccc(CC)c1NS(=O)(=O)c1cc(N2C(=O)CCS2(=O)=O)ccc1OC | i
CCOc1ccccc1C(=O)N1C[C@@H](N)C[C@H]1C(=O)NC | i
COc1cccc(-c2cc(N3CCN(C(=O)Nc4cccc(C)c4C)CC3)ncn2)c1 | i
COc1ccccc1CNC(=O)Cn1nc(N2CCN(c3ccc(F)cc3)CC2)ccc1=O | i
CCc1c(C)nc2ncnn2c1Sc1ccc(NC(=O)NCc2ccccc2)cc1 | +
COc1ccc2cc(C3CN(c4nccs4)CCO3)ccc2c1 (stereo unspecified) | i
O=C(CN1CCNCC1)N1CC[C@@H](c2ccc3c(c2)OCO3)[C@H](O)C1 | i
CCCN(CCC)c1ncc(NS(=O)(=O)c2ccc(OCC)cc2)cc1C(=O)O | i
CCc1nc(OCC(=O)NCc2ccc(SC)cc2)c2c(C)c(C)oc2n1 | i
CN1CCC2(CC1)CN(C(=O)CN(C)Cc1cccnc1)CCN2C | i
O=C(O)c1ccc(CN2CCC(c3[nH]ncc3-c3ccccc3)CC2)cc1 | i
CC1=CC[C@@H]2CN(Cc3cccc(OCCO)c3)C[C@@H]2C1 | i
Cc1cc(NCCc2ccccc2)nc(C)n1 | i
CC1CCCN(CCCNC(=O)C2CCN(c3ccc(-c4cccs4)nn3)CC2)C1 (stereo unspecified) | i
CNc1ncc(CN(C)C(=O)C2(Oc3ccc(C)cc3)CCNCC2)cn1 | i

Among those listed so far, 2 contain a furan ring, fused or not.
SMILES | FECH block
CCN(Cc1ccc(CO)o1)Cc1c(C)nn(CC)c1C | i
CCc1nc(OCC(=O)NCc2ccc(SC)cc2)c2c(C)c(C)oc2n1 | i

Structural class: the entries above with bromine (2)
SMILES | FECH block
Cc1ccccc1CN1CCN(CC(=O)Nc2ccc(Br)cc2)S1(=O)=O | i
Cc1ccc(N2CC(NC(=O)c3ccccc3Br)CC2=O)cc1 (stereo unspecified) | i

Next part:
SMILES | FECH block
Fc1cnc(NCc2cn3c(n2)SCC3)nc1N1CCOCC1 | i
CN(Cc1nc2ccccc2s1)C(=O)CN(C)C1CCS(=O)(=O)C1 (stereo unspecified) | i
O=C(CN1CCCN(Cc2cccc(Cl)c2)S1(=O)=O)Nc1ccc2c(c1)OCO2 | i
Cc1nccn1CC1(CNC2CSCCSC2)CC1 | i
Cc1cc(C)n2nc(CN(Cc3ccccc3)C(=O)c3ccc(Cl)cc3)nc2n1 | i
c1ccc(CCc2nc(C3CCOCC3)n(-c3ccccn3)n2)cc1 | i
Cc1cccc(Nc2nc(NCCC3=CCCCC3)nc3c2cnn3-c2ccccc2)c1 | i
CCC(=O)Nc1ccccc1-c1nnc(SC(CC)C(=O)Nc2cccc(CC)c2)[nH]c1=O (stereo unspecified) | i
CCc1ccc(-n2c(CN3CCN(S(=O)(=O)c4cccc(OC)c4)CC3)nc3cccnc32)cc1 | i
Cc1ccccc1-c1ncc(CNC2CCN(S(C)(=O)=O)CC2)s1 | i
Cc1ccccc1S(=O)(=O)N1CCC(n2c(-c3ccccc3)nc3cccnc32)CC1 | i
CCN(CC)Cc1cc(C(=O)N2CCOC3(CNCCOC3)C2)c(C)o1 (stereo unspecified) | i
O=C(c1csc(S(=O)(=O)N2CCC(Cc3ccccc3)CC2)c1)N1CCCC1 | i
CC(NC(=O)CN1C(=O)C2CCCCN2C(=O)c2ccccc21)c1ccccc1 (stereo unspecified) | i
CCOC(=O)c1c(NC(=O)c2ccc(S(=O)(=O)N3CCCC3)cc2)sc2c1CCN(C)C2 | i
Cc1ccc(NS(=O)(=O)c2cc(N3C(=O)CCS3(=O)=O)ccc2C)cc1 | i
CCOCCCNC(=O)c1cc2n(n1)CC(C)(C(=O)NCc1ccc(C)cc1)N(C)C2=O (stereo unspecified) | i
COc1cccc(CCNS(=O)(=O)c2ccc(N3C(=O)CCS3(=O)=O)cc2)c1 | i
CC(CN(C)Cc1ccc(-n2ccnc2)cc1)N1CCOCC1 (stereo unspecified) | i
COc1cccc(CN2CCN(C)C(C(=O)O)C2)c1F (stereo unspecified) | i
CCC(=O)Nc1ccccc1-c1nnc(SCC(=O)Nc2cc(Cl)ccc2C)[nH]c1=O | i
O=S(=O)(c1cccs1)N1CCN(Cc2nc3cccnc3n2-c2ccccc2)CC1 | i
COC(=O)[C@@H](NCC(=O)Nc1cnccn1)c1ccccc1 | i
Cc1cc(C)n2nc(CN(c3cccc(Cl)c3)S(=O)(=O)c3ccccc3)nc2n1 | i
NS(=O)(=O)c1ccc(CCNC(=O)c2cccc(N3CCCS3(=O)=O)c2)cc1 | i

Part of the list above, field by field.
O=C(CN1CCN(Cc2ccc(Cl)cc2)S1(=O)=O)Nc1ccc(F)cc1F
  FECH block: i
CCCNC(=O)C1CCC(Cn2c(=O)c3sccc3n(CC(=O)N3CCCC(C)C3)c2=O)CC1 (stereo unspecified)
  FECH block: i
c1cc(-c2cc(C3CCN(Cc4ccc5c(c4)OCCO5)C3)ccn2)ccn1 (stereo unspecified)
  FECH block: i
CCc1cccc(CC)c1NS(=O)(=O)c1cc(N2C(=O)CCS2(=O)=O)ccc1OC
  FECH block: i

Remaining list, next part.
SMILES | FECH block
Cc1ccc(N(Cc2nc3nc(C)c(Cl)c(C)n3n2)C(=O)C(C)C)cc1 | i
Cc1cccc(C(C(=O)N(Cc2cncs2)C2CC2)N(C)C)c1 (stereo unspecified) | i
Cc1cccc(-c2[nH]ncc2C(=O)N2CCC3(CC2)C(=O)NCCN3C)c1 | i
COC(=O)CC1=CC(=O)N(CC(=O)Nc2cccc(Br)c2)c2ccccc2N1 | i
CCc1nnc(CN(CC)C(=O)CCN2CCCCO2)o1 | i
CCC(C(=O)Nc1cc(C)nn1-c1ncnc2c1cnn2-c1cccc(Cl)c1)c1ccccc1 (stereo unspecified) | i
Cc1cnc(-c2nccn2CCC(=O)Nc2ccc(F)c(C)c2)[nH]1 | i
COCc1nc2cccnc2n1C1CCN(S(=O)(=O)c2cc(OC)ccc2OC)CC1 | i
CC(C)C[C@@H](N)C(=O)NCc1noc(-c2c(F)cccc2F)n1 | i
CN1C(=O)c2cc(C(=O)NCCN3CCCCC3)nn2CC1(C)C(=O)NCc1ccc(F)cc1 (stereo unspecified) | i
CCCC1C=CCN1C(=O)c1cc(COc2ccc(C(C)=O)cc2)on1 (stereo unspecified) | i
CCc1nc(C)c(C(=O)N(Cc2ccccn2)CC2CCCO2)o1 (stereo unspecified) | i
CCc1ccc2occ(CC(=O)N3CCCC(N4CCCC4=O)C3)c2c1 (stereo unspecified) | i
O=C(c1ccccc1F)N1CCN(S(=O)(=O)c2cc3c4c(c2)CCN4C(=O)CC3)CC1 | i
c1ccc(C(Cn2ccnc2-c2ccncc2)N2CCCCC2)cc1 (stereo unspecified) | i
CCOc1ccc(C(=O)NCc2nc3cccnc3n2Cc2ccc(C)cc2)cc1OCC | i
Cc1ccc(CNCC2(O)CCCN(CCc3ccccc3)C2=O)o1 (stereo unspecified) | i
Cc1ccc(CNC(=O)Cn2c(C(=O)OC(C)C)cc3ccsc32)cc1 | i
CCOCCCNC(=O)C(=O)NCc1n[nH]c(=O)c2ccccc12 | i
COc1cccc(C(=O)Nc2cc(C)nn2-c2ncnc3c2cnn3-c2ccc(C)cc2C)c1 | i
Cc1nccc(-c2cccc(-n3ccnc3-c3ccco3)c2)n1 | i
